# From PubChem
# DENV2 CPE rescue: inhibitors of DENV2 cytopathic effect, primary screen, cell-based, plate reader, single concentration; DENV2-infected cells, cytopathic effect rescue; CPE inhibition, % at 9.99 µM; hit rate 1.7% among 350,000; AID 651640, 2012; in the data active = CPE inhibition above about 20%, passing the limit was not always enough; inconclusive = no clear call, values can overlap the other calls; tested in BHK-21 cells;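 note: 0% = median of neutral control wells and 100% = median of positive control wells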
# PglD DTNB: C. jejuni PglD acetyltransferase inhibitors, primary screen, biochemical, DTNB colorimetric, single point; hit rate 0.098% among 360,000; inhibition, % at 12.5 µM; purified PglD enzyme, DTNB colorimetric CoA detection; in the data active = inhibition above about 16%, passing the limit was not always enough; inconclusive = no clear call, values can overlap the other calls; note: strong numbers were not always called active
# C2C12 statin: suppressors of statin myotoxicity in C2C12 myotubes, primary screen, cell-based, single point, plate reader; AID 602340, 2012; C2C12 myotubes + simvastatin, ATP luminescence, 48 h; scaled: DMSO 0, geranylgeraniol control 100; rescue of ATP level, % at 7.49 µM; hit rate 0.78% among 330,000;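 active = mean ATP rescue above about 67%, or every replicate alone reaching that limit, limit read from the data, passing the limit was not always enough; inconclusive = no clear call, values can overlap the other calls; inactive = mean under the limit and some replicate under it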;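 note: myotubes were challenged with 10 µM simvastatin during compound exposure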
# S100A4 MyoIIA: inhibitors of S100A4-myosin IIA peptide binding, primary screen, biochemical, fluorescence polarization, TAMRA-MyoIIA peptide; Protein S100-A4 (Homo sapiens), P26447; inhibition, % at 10.7 µM; hit rate 0.14% among 360,000; AID 652163, 2013;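 active = mean inhibition of at least 70% across replicates, with every replicate also reaching that level; inconclusive = mean inhibition reaches 70% but some replicates fall short; inactive = mean inhibition below 70%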
# Target sequence (P26447 whole entry, looked up): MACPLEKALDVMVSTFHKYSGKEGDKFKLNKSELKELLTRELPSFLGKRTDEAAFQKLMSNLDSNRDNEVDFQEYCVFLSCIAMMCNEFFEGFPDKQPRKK
#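 Compound dosing: one dose per compound; test system: human S100A4 monomer with TAMRA-labelled myosin IIA peptide; probe or stimulus: TAMRA-labelled myosin IIA heavy-chain peptide probe, 5 nM; medium: HEPES buffer with Ca2+, pH 7.2; schedule: 5 min incubation before reading; benchmarks: neutral control DMSO, positive control TFP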
# ERp5 block: inhibitors of ERp5-driven insulin aggregation, primary screen, biochemical, turbidity, absorbance 650 nm, single point. 90 min. hit rate 0.05% among 350,000. AID 651711, 2012. inhibition, % at 9.99 µM;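 active = mean replicate inhibition above about 25%, with every replicate also reaching it, limit read from the data, passing the limit was not always enough; inconclusive = only one of those two criteria met; inactive = neither criterion met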
# E-selectin induc: E-selectin induction in HUVECs, primary screen, imaging, HUVEC, immunofluorescence imaging, single point. activation, % at 7.58 µM. normalized: neutral wells 0, TNF-alpha wells 100. hit rate 0.37% among 260,000. P16581;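 active = mean E-selectin-positive cell signal at least 10% of the positive control, reached in at least 60% of replicates, without over 20% cell loss; inconclusive = no rule given, readout overlaps actives, possibly toxicity-flagged; inactive = the rest, including those meeting only one limit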;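 note: in these data hits start at about 27%; measured in HUVEC primary endothelial cells; signal is the percent of cells scored E-selectin positive by PE staining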
# Target sequence (P16581 whole entry, looked up): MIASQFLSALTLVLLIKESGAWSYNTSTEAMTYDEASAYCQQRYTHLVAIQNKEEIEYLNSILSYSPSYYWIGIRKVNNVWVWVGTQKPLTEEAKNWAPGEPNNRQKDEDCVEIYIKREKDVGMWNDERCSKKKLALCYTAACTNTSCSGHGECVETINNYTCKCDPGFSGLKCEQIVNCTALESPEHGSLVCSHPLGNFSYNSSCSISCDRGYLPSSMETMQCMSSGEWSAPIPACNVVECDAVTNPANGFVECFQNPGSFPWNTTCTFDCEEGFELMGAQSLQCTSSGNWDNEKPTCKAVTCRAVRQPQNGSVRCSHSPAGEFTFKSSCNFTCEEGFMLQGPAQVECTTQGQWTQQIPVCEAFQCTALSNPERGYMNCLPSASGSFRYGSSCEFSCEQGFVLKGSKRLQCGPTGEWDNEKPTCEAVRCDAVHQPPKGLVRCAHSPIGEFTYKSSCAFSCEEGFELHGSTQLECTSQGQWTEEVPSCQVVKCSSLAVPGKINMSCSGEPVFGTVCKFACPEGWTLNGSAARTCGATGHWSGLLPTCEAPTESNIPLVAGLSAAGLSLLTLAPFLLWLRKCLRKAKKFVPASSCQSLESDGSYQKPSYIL
#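 Test system: HUVEC | Signal: Immunofluorescence imaging | Read-out: Percent E-selectin-positive cells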
# SIRT5 block: SIRT5 desuccinylase inhibitors, primary screen, biochemical, fluorescence imaging, single point, set 5 | NAD-dependent protein deacylase sirtuin-5, mitochondrial (Homo sapiens), Q9NXA8 | Purified SirT5, succinyl-peptide AMC, trypsin-coupled fluorescence | inhibition, % at 15 µM | hit rate 1.1% among 330,000 | AID 652115, 2013; in the data active = inhibition above about 15%; inconclusive = no clear call, values can overlap the other calls
# Target sequence (Q9NXA8 whole entry, looked up): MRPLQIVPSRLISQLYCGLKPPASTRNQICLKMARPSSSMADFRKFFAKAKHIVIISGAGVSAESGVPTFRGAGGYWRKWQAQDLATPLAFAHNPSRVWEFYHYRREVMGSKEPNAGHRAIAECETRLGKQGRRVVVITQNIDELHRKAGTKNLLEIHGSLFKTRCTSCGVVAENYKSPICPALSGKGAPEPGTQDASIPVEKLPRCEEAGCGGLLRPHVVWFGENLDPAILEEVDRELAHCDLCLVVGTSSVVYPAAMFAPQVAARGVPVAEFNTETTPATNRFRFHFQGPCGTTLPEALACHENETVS
# Numbers without * were called inactive; ? = inconclusive; · = no result given. This is a subset; the hit share may differ from the screen's.
SMILES,DENV2 CPE rescue,PglD DTNB,C2C12 statin,S100A4 MyoIIA,ERp5 block,E-selectin induc,SIRT5 block
COc1ccc(CNC(=O)C[C@H]2C=C[C@H](NC(=O)Nc3ccc4c(c3)OCO4)[C@H](CO)O2)cc1,-5.0,1.6,-1.8,-3.3,2.2,0.0,-3.4
Cc1ccc(NC(=O)CN(C)C(=O)COC(=O)c2oc3ccccc3c2C)cc1,-3.3,3.5,-4.9,-8.6,4.3,6.0,6.3
Cc1nccn1CCCN1C(=O)CNC1=S,-4.6,·,·,0.3,0.8,·,-1.4
CCOC(=O)C1CCN(C(=O)c2cn(CCOC)c(=O)c3c2c2ccccc2n3C)CC1,-2.3,1.5,3.0,1.6,-2.9,·,-6.6
COc1ccc(-c2nc(CSCC(=O)N3CCc4ccccc4C3)c(C)o2)cc1OC,1.4,-2.8,2.1,-3.2,-6.5,-0.1,·
COC(=O)C[C@@H]1CC[C@H]2[C@H](COc3ccc(NS(C)(=O)=O)cc3C(=O)N2C)O1,-1.9,1.7,24.7,·,·,0.1,·
O=[N+]([O-])c1cccnc1NCCc1ccccc1,4.1,-1.8,5.9,0.9,-1.2,-0.2,-6.0
O=C(/C(=N\O)n1cncn1)c1ccc(Br)cc1Br,-5.7,-5.0,12.2,2.5,-0.2,·,0.3
CN1C(=O)c2cc(NC(=O)C3CCOCC3)ccc2OC[C@@H]2O[C@@H](CC(=O)O)CC[C@@H]21,-8.2,-0.4,-3.0,6.1,14.0,0.1,2.2
Cc1ccc(S(=O)(=O)Nc2ccc3c(c2)C(=O)N([C@@H](C)CO)C[C@@H](C)[C@@H](CN(C)Cc2ccc4c(c2)OCO4)OCCCC[C@@H](C)O3)cc1,?,-2.1,-4.0,-10.1,-6.5,0.0,2.8

# Shown as labelled records: entries from further up.
canonical_smiles: COc1ccc(CNC(=O)C[C@H]2C=C[C@H](NC(=O)Nc3ccc4c(c3)OCO4)[C@H](CO)O2)cc1
  DENV2 CPE rescue: -5.0	PglD DTNB: 1.6	C2C12 statin: -1.8	S100A4 MyoIIA: -3.3	ERp5 block: 2.2	E-selectin induc: 0.0	SIRT5 block: -3.4
canonical_smiles: Cc1ccc(NC(=O)CN(C)C(=O)COC(=O)c2oc3ccccc3c2C)cc1
  DENV2 CPE rescue: -3.3	PglD DTNB: 3.5	C2C12 statin: -4.9	S100A4 MyoIIA: -8.6	ERp5 block: 4.3	E-selectin induc: 6.0	SIRT5 block: 6.3
canonical_smiles: Cc1nccn1CCCN1C(=O)CNC1=S
  DENV2 CPE rescue: -4.6	PglD DTNB: ·	C2C12 statin: ·	S100A4 MyoIIA: 0.3	ERp5 block: 0.8	E-selectin induc: ·	SIRT5 block: -1.4

# Continuation:
SMILES,DENV2 CPE rescue,PglD DTNB,C2C12 statin,S100A4 MyoIIA,ERp5 block,E-selectin induc,SIRT5 block
CN[C@@H](CO)C(=O)NC[C@H]1O[C@@H](n2cc(C)c(=O)[nH]c2=O)C[C@@H]1O,0.1,-4.4,-3.1,2.4,-0.8,-0.1,-4.7
CCOc1ccc(N2C(=O)CS/C2=N/NC(=O)COc2ccc3ccccc3c2)cc1,-0.6,-4.5,-3.4,-2.2,-0.5,·,5.0
COC(C[C@@H]1O[C@@H]1[C@H](O)COCc1ccccc1)OC,-0.6,4.7,2.9,-14.6,8.2,0.0,-3.3
COc1ccc(C(=O)Nc2ccc(C(=O)O)cc2NC(=O)c2ccc(OC)cc2)cc1,0.4,4.4,6.9,0.8,1.9,·,2.8
COc1cc(CC(=O)O)c([N+](=O)[O-])cc1OC,·,·,·,0.2,-2.5,-0.1,2.8
O=C(N/C(=C/c1ccco1)C(=O)N1CCOCC1)c1ccc([N+](=O)[O-])cc1,-1.4,-4.2,9.1,10.2,-1.6,-0.3,0.8
COC(=O)[C@@]12C[C@@H](CC(=O)NCc3ccc(C)o3)C(=O)N(Cc3cccc4ccccc34)C1=CCC(C)(C)C2,?,·,·,-0.5,-0.9,0.3,·
CCCNC(=O)C[C@H]1CC[C@H]2[C@H](COc3ccc(NC(=O)CCC)cc3C(=O)N2C)O1,2.5,1.1,1.6,0.9,-107.1,0.0,-0.6
O=C(/C=C/c1ccccc1)NCCc1ccccc1,7.8,0.1,7.9,-15.8,0.9,·,·
COc1ccc(S(=O)(=O)Nc2ccc(S(=O)(=O)Nc3nccs3)cc2)cc1,0.4,9.9,-12.5,0.2,-4.1,·,3.1
COC(=O)C[C@H]1C=C[C@H](NC(=O)C2CCOCC2)[C@@H](CO)O1,12.4,·,·,-5.9,-5.1,-0.2,·
CO[C@@H]1CN(C)C(=O)c2cc(NS(=O)(=O)c3ccc(Cl)cc3)ccc2OC[C@H](C)NC[C@H]1C,-7.0,0.3,-3.7,-2.7,-1.7,0.3,-3.8
Cc1ccc(NC(=O)c2sc3nc(N4CCOCC4)c4c(c3c2N)CC(C)(C)OC4)cc1,-6.1,-5.9,-144.6,-0.9,2.5,0.8,-2.0
Cc1cccc(C)c1NC(=O)C1c2cccc[n+]2CC(=O)N1Cc1cccs1 (stereo not drawn),-2.4,-3.6,14.4,-2.2,0.2,·,-2.6
Cc1ccc2sc(NNC(=O)c3ccc4c(c3)OCCO4)nc2c1C,-1.3,1.2,·,2.9,-0.9,-1.1,-0.5
Cc1cc(-c2nnc(CCC(=O)NC(C)c3ccc(F)cc3)o2)no1 (stereo not drawn),8.1,·,·,-5.5,0.0,·,-2.1
CCOC(=O)C1(CCCc2ccccc2)CCN(C(=O)CCN2CCCCC2=O)CC1,-4.3,-0.9,20.1,0.1,-0.2,4.3,-3.8
CC(C)(C)C(=O)N1CCN(C(=O)c2ccco2)CC1,7.0,6.5,3.9,-1.1,-1.3,0.0,·
O=C(Nc1ccc(C(=O)N2CCN(c3ccc(F)cc3)CC2)cc1)C1=CSCCO1,-6.1,0.9,5.8,-2.9,3.3,·,-5.1
C[C@@H]1CN([C@@H](C)CO)S(=O)(=O)c2ccc(C#Cc3ccc(F)cc3)cc2O[C@@H]1CN(C)CC1CC1,-2.6,-1.7,-16.1,5.3,0.4,-0.2,15.1*
C[C@H](CO)N1C[C@H](C)[C@H](CN(C)CC2CC2)Oc2ccc(NC(=O)C3CC3)cc2CC1=O,11.7,-3.0,5.7,14.9,3.7,0.2,4.4
COc1ccc2c3c(n(C)c2c1)[C@H](CO)N(S(C)(=O)=O)CC31CCN(Cc2cccnc2)CC1,-3.3,·,·,-0.3,5.5,0.3,-4.2
CS(=O)(=O)Nc1ccc2c(c1)ncn2CCc1ccccc1,-4.2,2.6,-7.8,0.0,2.2,-0.1,-2.6
COC(=O)C[C@@H]1C[C@H]2c3cc(N(C)C)ccc3O[C@H]2[C@@H](CO)O1,-5.7,2.9,-3.7,33.2,5.2,·,-0.8
N#Cc1cccc(CN2C=NS(=O)(=O)c3ccccc32)c1,-1.8,4.3,2.8,1.1,-0.5,0.0,-1.0
CC(=O)c1ccc(N2CCN(CC(=O)Nc3cc(C)on3)CC2)cc1,-1.0,-5.3,10.7,-3.3,4.9,1.8,-5.0
O=C(O)c1ccn2c(C(=O)c3ccc(Cl)cc3)c(-c3ccccc3)cc2c1,2.8,-6.9,·,-21.7,-5.8,-0.1,1.9
COc1cc(-c2nc3ccc(C)cn3c2Nc2ccc3c(c2)OCCO3)ccc1O,-13.6,-1.9,20.8,-1.9,0.0,·,-3.0
COc1ccccc1NC(=O)NC1(C(=O)NCC2CCCO2)CCCCC1 (stereo not drawn),11.8,-4.4,1.7,4.4,0.9,0.3,0.2
CCOC(=O)[C@@H]1[C@H]2COc3ccccc3[C@@H]2N2C(=O)N(c3ccc(C)cc3)C(=O)[C@@]12C,?,2.1,4.9,-2.7,2.8,0.0,·
COc1cc(CN(CC2CCCO2)C(=O)c2cccs2)cc(OC)c1OC (stereo not drawn),-0.2,-2.5,-9.2,3.7,3.8,·,2.4
CCN(CC)Cc1cc(C(=O)O)c(-c2ccccc2)o1,?,·,1.4,5.1,-1.9,8.7,0.8
C[C@@]12C(=O)Nc3ccccc3C(=O)N1[C@H]1c3cc(Cl)ccc3OC[C@@H]1[C@@H]2c1ccccc1,-6.3,3.1,-3.5,1.0,-2.3,·,·
Cc1ccc(CNC(=O)C2CCCN(S(=O)(=O)c3c(C)[nH]c(=O)[nH]c3=O)C2)cc1 (stereo not drawn),-2.6,·,·,13.6,6.2,·,-5.1
Clc1ccc2nc(CN3CCCCC3)cn2c1,?,-0.1,-0.7,12.8,-1.6,·,2.2
Cc1ccc(S(=O)(=O)N2CCN(C(=O)CCC(=O)Nc3ccc(F)cc3F)CC2)cc1,11.3,-3.8,-6.6,0.1,3.7,·,0.2
Cc1cccnc1CN1CCN(C(=O)c2cc(COc3ccc4ncccc4c3)on2)CC1,-0.6,·,·,-4.5,-2.2,0.3,-8.0
COc1ccc(S(=O)(=O)NC(C)C(=O)NCCN2CCOCC2)cc1Cl (stereo not drawn),-3.2,5.3,-1.8,-12.7,-0.2,0.7,-2.6
C[C@H](CO)N1C[C@H](C)[C@H](CN(C)Cc2ccccc2)Oc2ccc(NC(=O)Nc3ccc4c(c3)OCO4)cc2CC1=O,-8.1,-1.3,2.9,·,·,0.0,-6.4
COc1ccc(CCC(C)NCCc2ccc(Cl)cc2Cl)cc1 (stereo not drawn),-3.2,-11.2,0.1,-3.8,1.1,·,·
COc1ccccc1-c1cnc2c(c1)C(=O)N([C@@H](C)CO)C[C@H](C)[C@@H](CN(C)C(=O)c1ccccc1)O2,0.8,5.4,25.1,-11.3,2.0,-0.2,10.0
CCOc1cc(/C=C/C(=O)O)ccc1OCCO,1.6,·,·,-0.2,-2.6,10.0,-5.9
O=C(C[C@@H]1CC[C@@H](NS(=O)(=O)c2ccc(F)cc2)[C@H](CO)O1)NCc1ccncn1,-12.4,0.5,7.6,-3.4,-4.7,0.1,-2.6
Cc1nc2c(nnn2Cc2ccccc2Cl)c(=O)[nH]1,0.2,0.1,12.4,9.9,6.2,·,-3.0
Cc1nnc(N2C(=O)C(=O)/C(=C(\O)c3ccc4c(c3)CC(C)O4)C2c2ccccc2)s1 (stereo not drawn),0.2,1.0,-3.5,2.8,-1.2,·,-0.1
Cc1cccc(C(=O)NCC(=O)NC(C)c2ccc(-n3ccnc3)cc2)c1 (stereo not drawn),0.1,·,·,-1.2,0.5,-0.4,3.8
CCCC#Cc1cnc2c(c1)C(=O)N([C@@H](C)CO)C[C@@H](C)[C@@H](CN(C)Cc1ccccc1)O2,2.6,·,·,-13.8,7.4,0.1,-0.3
C[C@@H]1CN([C@H](C)CO)C(=O)c2cc(NC(=O)C3CC3)ccc2O[C@H]1CN(C)S(=O)(=O)c1ccc(Cl)cc1,-5.8,2.5,-20.0,8.5,1.9,-0.1,-0.2
CSc1ccccc1NC(=O)c1ccc(N2CCCC2=O)cc1,-2.2,1.4,-6.7,0.7,-2.5,-0.2,-1.6
COc1ccc2c(c1OC)C(CC(C)=O)N1CCc3cc4c(cc3C1C2=O)OCO4 (stereo not drawn),-4.5,3.1,-1.4,2.3,17.8,0.1,·

# Other records follow.
SMILES,DENV2 CPE rescue,PglD DTNB,C2C12 statin,S100A4 MyoIIA,ERp5 block,E-selectin induc,SIRT5 block
CCc1cc2c(SCC(=O)Nc3ccc(Cl)cn3)ncnc2s1,-3.7,·,·,1.0,-4.1,-0.2,-4.7
N#Cc1c(NC(=O)/C=C/c2ccco2)sc2c1CCCC2,-12.4,·,·,-1.1,-2.7,·,-2.5
COc1cc2c(cc1OC)C(C)N(C(=S)NC(=O)c1ccccc1)CC2 (stereo not drawn),-2.0,·,·,1.1,-4.3,·,-1.5
CC(C)(C)OC(=O)N/N=C\C=C\c1ccc2c(c1)OCO2,-7.5,·,·,-6.8,0.4,·,-0.1
